# CCT chaperon mod – High-Throughput Screening for Modulators of Cytosolic Chaperonin Activity; purified chaperonin ATPase assay, HTRF ADP detection, 30 min; actives 0.3% (n = 360,000); activity change, % (concentration not given with the values), hits read low; in the data active means activity change below about -30%; further: on the % scale 0 is the no-effect control and ±100 the full control effect
#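 Nucleotide hydrolysis assay: TRiC at 20–40 nM final (set by batch activity) with 10 uM ATP, 30 min at 37 °C, in presence of 76 uM compound. Detection by competitive ADP HTRF, 30 min ambient.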
# EPAC1 antag – qHTS for Antagonist of cAMP-regulated guanine nucleotide exchange factor 3 (EPAC1): primary screen | EPAC1 GEF assay, Rap1b-BODIPY-GDP exchange fluorescence | Potency, µM (top dose mostly 115 µM), for the others: at the top dose activity change, negative = inhibition, most hits filed as inhibitors | actives 0.14% (n = 360,000);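 further: potency means the concentration at half of the fitted maximal effect; plate controls were vehicle for no effect and positive control for full effect; nearly all actives have a fitted effect of over 50% in size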
# IL2 activator – qHTS of IL-2 Activators | actives 0.065% (n = 360,000) | IL-2 activation reporter assay, cell-based qHTS; stimulated with anti-CD3/CD4/CD28 beads; in transgenic mouse T cells | activation, % (series mostly up to about 46 µM) | AID 652025, 2013; in the data active means activation above about 50%; inconclusive means mostly about 30% to 49%; further: 0% is about no effect
#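 Readout: EGFP and DsRed signals by fluorescent plate cytometry. Unstimulated transgenic mouse T cells received compound 60 min before antibody-bead stimulation, then incubated 18 h at 37 degrees C.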
# WRN helicase inh – qHTS for Inhibitors of WRN Helicase | Potency, µM (top dose mostly 114 µM), without a hit: at the highest dose activity change, negative = inhibition, most hits filed as inhibitors | WRN helicase unwinding, fluorescent forked duplex, kinetic | actives 0.46% (n = 360,000) | AID 651768, 2012 | Bifunctional 3'-5' exonuclease/ATP-dependent helicase WRN (Homo sapiens), Q14191; further: potency means the concentration at half of the fitted maximal effect; on the % scale 0 is the no-effect control and ±100 the full control effect; nearly all actives have a fitted effect of over 55% in size
#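 Kinetic fluorescence helicase assay: unwinding of a quenched forked DNA duplex (100 nM final) with 2 mM ATP final raises red fluorescence (525/598 nm). Compounds sat 15 min at room temperature with 20 nM WRN beforehand.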
# PI5P4K alpha inh – qHTS for Inhibitors of phosphatidylinositol 5-phosphate 4-kinase (PI5P4K) | Phosphatidylinositol 5-phosphate 4-kinase type-2 alpha (Homo sapiens), P48426 | PI5P4Kalpha enzyme, ADP-Glo luminescence, 60 min; stronger effect = lower value | max response, % | actives 1.2% (n = 330,000); active means max response of -50% or lower; inconclusive means between -30% and -50%; inactive means -30% or higher; further: value at the top dose of about 77 µM; on the % scale 0 is the no-effect control and ±100 the full control effect
# Target sequence (P48426 whole entry, looked up): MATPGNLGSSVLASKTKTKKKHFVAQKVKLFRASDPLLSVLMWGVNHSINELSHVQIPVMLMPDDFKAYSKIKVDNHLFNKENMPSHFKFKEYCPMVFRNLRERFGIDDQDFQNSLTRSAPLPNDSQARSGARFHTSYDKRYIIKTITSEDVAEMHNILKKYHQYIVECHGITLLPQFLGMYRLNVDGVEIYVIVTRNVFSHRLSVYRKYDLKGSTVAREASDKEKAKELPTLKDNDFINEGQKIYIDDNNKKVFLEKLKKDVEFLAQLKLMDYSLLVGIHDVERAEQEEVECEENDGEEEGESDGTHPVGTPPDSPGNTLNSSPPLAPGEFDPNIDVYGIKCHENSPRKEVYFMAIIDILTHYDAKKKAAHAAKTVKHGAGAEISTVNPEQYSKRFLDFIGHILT
#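 qHTS, 1536-well: enzyme/substrate mix, compound by pin tool, 5 microM ATP final; RT 60 min; ADP-Glo reagents 1 (45 min) then 2 (30 min); luminescence.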
# PLK1 PBD block – qHTS for Inhibitors of PLK1-PDB (polo-like kinase 1 - polo-box domain): Primary Screen; Potency, µM, for the others: max response, negative = inhibition, hits mostly inhibitors; Plk1 PBD binding of FITC phosphopeptide, fluorescence polarization; Serine/threonine-protein kinase PLK1 (Homo sapiens), P53350; actives 2.8% (n = 360,000); further: potency means the concentration at half of the fitted maximal effect; series mostly up to about 57 µM; on the % scale 0 is the no-effect control and ±100 the full control effect; nearly all actives have a fitted effect of over 65% in size
# Target sequence (P53350 whole entry, looked up, the tested form may be a part): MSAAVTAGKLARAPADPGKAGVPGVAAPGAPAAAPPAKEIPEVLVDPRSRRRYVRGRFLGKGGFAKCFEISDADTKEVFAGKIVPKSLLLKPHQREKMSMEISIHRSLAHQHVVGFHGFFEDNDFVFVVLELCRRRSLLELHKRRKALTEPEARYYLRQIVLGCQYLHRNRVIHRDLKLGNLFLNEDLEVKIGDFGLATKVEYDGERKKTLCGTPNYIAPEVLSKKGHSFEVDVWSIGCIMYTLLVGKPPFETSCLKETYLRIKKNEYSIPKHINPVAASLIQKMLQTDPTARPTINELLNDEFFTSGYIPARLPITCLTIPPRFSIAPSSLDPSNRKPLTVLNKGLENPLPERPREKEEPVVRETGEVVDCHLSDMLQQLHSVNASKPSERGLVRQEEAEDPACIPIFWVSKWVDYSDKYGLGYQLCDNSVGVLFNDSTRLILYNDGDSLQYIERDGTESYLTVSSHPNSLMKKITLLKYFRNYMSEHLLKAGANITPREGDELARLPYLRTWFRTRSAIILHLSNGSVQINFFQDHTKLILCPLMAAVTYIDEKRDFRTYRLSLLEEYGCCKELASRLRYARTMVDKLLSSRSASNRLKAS
# EPAC1 agonist – qHTS for Agonist of cAMP-regulated guanine nucleotide exchange factor 3 (EPAC1): primary screen; Potency, µM (top dose mostly 154 µM), for the others: top-dose activation, hits mostly activators; Rap guanine nucleotide exchange factor 3 (Homo sapiens), O95398; AID 720707, 2013; EPAC1 agonist qHTS, biochemical assay; response scale: 100% = response to 6.5 mM cAMP; actives 0.073% (n = 360,000); further: potency means the concentration at half of the fitted maximal effect; nearly all actives have a fitted effect of over 60% in size
#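 Nucleotide exchange by EPAC1 (100 nM) on Rap1B–BODIPY-GDP (250 nM) in the presence of 50 uM GDP is tracked fluorescently at 480/540 nm over 30 min. Signals are normalized to a 6.5 mM cAMP control.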
# EPAC2 ag – qHTS for Agonist of cAMP-regulated guanine nucleotide exchange factor 4 (EPAC2): primary screen; Rap guanine nucleotide exchange factor 4 (Homo sapiens), Q8WZA2; EPAC2 activation, biochemical qHTS; response scale: 100% = 6.5 mM cAMP response; Potency, µM (titrated, usually from 154 µM), without a hit: at the top dose activation, hits mostly activators; actives 0.079% (n = 360,000); AID 720711, 2013; further: potency means the concentration at half of the fitted maximal effect; nearly all actives have a fitted effect of over 50% in size
#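 Nucleotide exchange monitored as fluorescence drop when BODIPY-GDP leaves Rap1B. Reaction: 100 nM EPAC2, 250 nM RAP1B-BODIPY-GDP, 50 uM GDP, room temperature, kinetic read over 30 min. Activity expressed relative to 6.5 mM cAMP.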
# * = called active by the depositor; u = inconclusive; x = no result given; [ ] = remark or other dose. Unless noted, the call rests on the fitted dose curve; in most records, active means well fitted curve in the direction sought with a large enough effect; inconclusive means small, poorly fitted or top-dose-only effect, or another doubt; inactive means no such curve, though single readings can be large; an effect the other way counts as inactive or inconclusive. These rows are one share of the data, so the mix of outcomes need not match the whole.
SMILES,CCT chaperon mod,EPAC1 antag,IL2 activator,WRN helicase inh,PI5P4K alpha inh,PLK1 PBD block,EPAC1 agonist,EPAC2 ag
COc1ccc(CCNC(=S)Nc2cccc(C)c2)cc1,1.0,0.0%,0.5,-10.8%,2.2,-5.4%,14.4%,12.1%
CN(C(=O)COC(=O)c1cc([N+](=O)[O-])ccc1Cl)c1ccccc1,-3.5,-11.3%,-0.7,-5.3%,6.9,-15.6%,-7.2%,12.7%
Nc1nonc1C(=O)NCCNCc1cc(Br)ccc1OCc1ccc(F)cc1,0.9,1.0%,-2.9,-8.9%,-0.1,-7.4%,13.4%,17.6%
CC1=C(C(=O)Nc2cc(C(=O)N3CCN(c4cccc(C)c4)C(C)C3)ccc2C)SCCO1 (stereo unspecified),2.3,-8.7%,-3.5,0.2%,-9.0,-6.1%,-5.5%,2.0%
Cc1ccc(C(=O)OCC(=O)NNC(=O)COc2ccc(Cl)cc2)c(O)c1,2.1,-7.7%,0.5,-4.3%,0.0,1.9%,5.8%,0.4%
COC(=O)C1(C)COP(=O)(Nc2ccc(OC)cc2)OC1 (stereo unspecified),-2.6,-11.1%,3.5,3.7%[57.1 µM],5.1,-7.0%,-9.3%,-1.6%
COc1cccc(-c2nc(C#N)c(N3CCN(C(=O)c4ccco4)CC3)o2)c1,-0.1,2.5%,-1.1,-20.3%,2.9,-2.0%,9.2%,-3.9%
Cn1c(=O)c(-c2cccc(Cl)c2)c(O)c2ccccc21,1.2,-24.2%,-0.8,-13.1%,0.9,-1.0%,-5.0%,6.0%
O=C(N/N=C/C1CC2CCC1C2)C1CC1 (stereo unspecified),0.1,13.7%,-2.7,8.8%,-5.5,-0.4%,-6.6%,4.3%
O=C(Nc1nncs1)c1cc2c(s1)CCC2,-2.5,-6.9%,-1.3,-14.1%,-9.6,-25.6%,-4.3%,-0.6%
CC1(C(=O)O)CCCN1C(=O)c1cccc(OC(F)(F)F)c1 (stereo unspecified),-0.3,-3.4%,1.1,0.8%,-7.0,-11.2%,1.1%,10.9%
O=C(CCC(=O)Nc1ccccc1)N/N=C/c1cccnc1,1.0,8.6%,-1.0,9.6%,13.6,7.1%,-7.8%,-3.9%
COc1ccc(Cl)cc1NC(=O)COc1ccc(S(=O)(=O)N2CCOCC2)cc1C,0.7,6.0%,-0.5,-3.2%,-5.7,1.8%,-4.9%,-11.2%
Cc1ccc(NC(=O)CSc2nnc(COc3ccccc3C)o2)cc1,0.6,-8.3%,0.4,1.9%,-3.7,-11.9%,-4.3%,-1.3%
c1ccc(C2CSc3ccccc3N2)cc1 (stereo unspecified),0.9,5.5%,-2.1,7.4%,-11.5,-11.7%,-2.5%,11.9%
Cc1ccc(CNC(=O)CN(C2CCCCC2)S(C)(=O)=O)cc1,-0.8,10.9%,0.4,7.6%,5.2,-17.2%,-2.7%,-4.2%
Cc1cccc(C(=O)Nc2cc(OCc3cccc(F)c3)c(Cl)cc2Cl)c1,-4.9,-0.9%,-1.9,2.6%,x,-5.6%,12.7%,5.3%
C=C(C)C(O)CC/C(C)=C/Cc1c(O)ccc(C(=O)/C=C/c2ccc(O)cc2)c1O (stereo unspecified),-1.7,u,-0.6,-12.1%,-20.1,5.6%,-13.1%,3.4%
O=C1C2C3C=CC(C3)C2C(=O)N1c1ncc([N+](=O)[O-])s1 (stereo unspecified),-1.6,-5.0%,0.2,-0.2%,-7.1,-9.0%,-0.1%,7.6%
Cc1ccc(C23CC4CC(CC(C(=O)NC(C)C)(C4)C2)C3)cc1,-3.5,-17.0%,-1.0,4.1%,0.2,4.4%,-3.6%,-1.4%
COc1cc(C=O)ccc1OC(=O)Nc1ccccc1,-1.3,20.5%,-2.4,-2.9%,-9.0,-0.3%,-4.1%,9.1%
O=S(=O)(Nc1cccc(-c2ccc3nncn3n2)c1)c1ccccc1F,-2.1,-9.0%,-0.4,-0.7%,-3.7,-13.8%,4.0%,4.6%
COc1ccc(NC(=O)c2cc(-c3ccc(C)o3)nc3ccccc23)cc1OC,1.2,-13.8%,-4.1,-26.4%[57.1 µM],-52.9*,u,3.6%,-8.9%
Cc1nc(-c2cccc(NS(C)(=O)=O)c2)cs1,-1.8,-10.2%,-0.7,-4.4%,x,-4.1%,0.0%,-0.5%
Nc1c(N(CCCO)C(=O)C2CCCCC2)c(=O)[nH]c(=O)n1Cc1ccccc1,-0.2,-5.9%,0.3,4.1%,-10.1,-13.6%,7.3%,8.0%
CCc1ccccc1N(CC(=O)N/N=C/c1ccc(OC(=O)OC)c(OC)c1)S(C)(=O)=O,-1.6,-19.8%,1.0,-11.8%,-3.2,23.8µM*,-3.9%,-2.1%
O=C(Nc1cnccc1C(F)(F)F)NC1CCCCC1,-0.7,-4.7%,-2.5,-11.7%,0.8,-8.1%,3.4%,19.6%
COc1ccc(-c2ncccc2OC(=O)C23CC4CC(CC(C4)C2)C3)cc1OC,0.0,u,-1.5,-12.4%,0.8,-2.0%,20.0%,3.6%
COc1cc2nc(SCc3ccc(Cl)cc3Cl)n(Cc3cccs3)c(=N)c2cc1OC,-2.1,4.6%,-1.9,1.0%,9.9,1.3%,-0.1%,5.9%
COc1ccc(C2=NS(=O)(=O)N(C)C(C(=O)N3CCOCC3)=C2)cc1OC,-3.9,-12.0%,-2.3,-0.9%,-8.5,-3.7%,-1.5%,3.2%
Cc1ccc(NC(=O)CNCc2ccc(Cl)cc2Cl)cc1S(=O)(=O)N(C)C,0.7,1.2%,-0.2,-6.0%,1.8,-6.4%,5.8%,5.8%
C/C(=N\NC(=O)c1ccc(Cl)c(S(=O)(=O)Nc2ccccc2Cl)c1)c1ccncc1,-7.1,-5.3%,-3.8,-28.3%,-13.5,-8.3%,5.1%,3.4%
c1ccc(CN2CCN(C(c3ccccc3)c3nnnn3Cc3ccccc3)CC2)cc1 (stereo unspecified),-19.1,-19.4%,-0.7,-6.7%,4.1,-9.9%,16.6%,21.0%
COC(=O)c1sccc1NC(=S)N1C(C)CCCC1C (stereo unspecified),-0.1,-1.3%,-0.6,-4.6%,-6.0,u,3.5%,8.8%
O=C(Nn1c(-c2ccccc2)nc2ccccc2c1=O)c1ccco1,-0.1,12.5%,-2.2,-0.6%,x,-11.9%,-3.4%,-12.0%
COc1ccc(-c2nn(-c3ccccc3)cc2/C=N/NS(=O)(=O)c2ccccc2)cc1,-2.2,-2.4%,-3.9,-20.2%,-2.3,-2.4%,10.1%,10.0%
Cc1c(C(=O)Nc2ccccc2)sc2nc(-c3ccccc3)cn12,-2.2,-11.2%,-1.1,-18.7%,0.7,-7.0%,-1.5%,8.5%
CCOCCOC(=O)c1[nH]c2c(c1C)C(=O)CC(c1ccccc1)C2 (stereo unspecified),2.7,-13.9%,-4.2,12.2%,0.7,-0.2%,-1.2%,-0.3%
CCOC(=O)C1CCN(S(=O)(=O)c2c(C)[nH]c(=O)[nH]c2=O)CC1,-0.3,6.9%,0.2,5.7%,-6.8,-0.4%,-2.1%,-6.6%
Cc1ccc(S(=O)(=O)c2nnn3c2nc(NC2CCN(Cc4ccccc4)CC2)c2ccccc23)cc1C,-2.9,-7.0%,0.4,-7.0%,-22.8,1.5%,-2.8%,10.6%
CCn1cc(C(=O)NCCCN2CCCC(C)C2)c(=O)c2cc(S(=O)(=O)N3CCc4ccccc4C3)ccc21 (stereo unspecified),0.2,-4.3%,-2.6,6.9%,0.8,-7.7%,-1.1%,-6.0%
Cc1c(C(=O)N/N=C/c2ccc(N(C)C)cc2)[nH]c2ccc(Cl)cc12,-1.9,-14.5%,-2.0,-13.3%,5.6,-0.5%,-10.4%,3.3%
Cc1nnc2c(N3CCN(C(=O)c4ccco4)CC3)nc3ccccc3n12,-0.3,-8.1%,-3.5,-3.2%,-0.1,-8.0%,9.5%,0.0%
O=C1CCC(=O)N1CCOP1(=O)COc2ccccc2OC1,-0.2,-2.4%,4.5,3.7%,-3.9,-9.1%,6.3%,-0.9%
Cc1ccc(C(=O)NCCCn2ccnc2)cn1,-0.4,6.3%,-0.1,6.2%,-5.0,-1.4%,-6.0%,2.4%
COc1ccc(/C=N/NC(=O)c2ccco2)cc1OCc1ccccc1,3.4,-27.3%,0.0,-26.9%,-6.7,-23.0%,-0.5%,19.2%
CCN(c1cccc(C)c1)S(=O)(=O)c1cccc(C(=O)O)c1,-0.9,1.4%,1.5,5.0%,x,1.8%,3.4%,8.4%
COCCNC(=S)Nc1ccc2nc(N3CCOCC3)cc(C)c2c1,2.1,-2.2%,-0.9,3.7%,0.1,-23.0%,-1.7%,6.5%
S=C(Nc1cccc2ccccc12)NC1CCCCC1,-1.3,u,0.0,-4.0%,-0.4,-15.2%,11.1%,17.6%
CCS(=O)(=O)N1Cc2cc(C(=O)N(C)C)nc(-c3cccc(-c4ccc(F)cc4)c3)c2[C@H]1CCO,-0.1,28.2%,0.7,0.1%,3.7,-2.8%,-10.5%,5.9%
COC1CCC2(C)C(=CCC3C4CC(O)CC4(C)CCC32)C1 (stereo unspecified),-1.2,5.3%,-4.4,-2.1%,0.6,-3.4%,-0.4%,-2.1%

# 2 of the compounds above, field by field:
O=C1C2C3C=CC(C3)C2C(=O)N1c1ncc([N+](=O)[O-])s1 (stereo unspecified)
  CCT chaperon mod: -1.6; EPAC1 antag: -5.0%; IL2 activator: 0.2; WRN helicase inh: -0.2%; PI5P4K alpha inh: -7.1; PLK1 PBD block: -9.0%; EPAC1 agonist: -0.1%; EPAC2 ag: 7.6%
Cc1ccc(S(=O)(=O)c2nnn3c2nc(NC2CCN(Cc4ccccc4)CC2)c2ccccc23)cc1C
  CCT chaperon mod: -2.9; EPAC1 antag: -7.0%; IL2 activator: 0.4; WRN helicase inh: -7.0%; PI5P4K alpha inh: -22.8; PLK1 PBD block: 1.5%; EPAC1 agonist: -2.8%; EPAC2 ag: 10.6%
